# Abeta yeast res – restores growth of yeast expressing A-beta42 peptide. yeast expressing A-beta42, growth rescue, OD600, 48 h; response scale: 0% DMSO, 100% iron-clioquinol control. Potency, µM (highest dose often 46.1 µM), inactives show at the top dose growth rescue, usual class: activators. 0.063% of 410,000 active. AID 1347071; also: potency is read from the fitted curve at half-maximal effect; nearly all actives have a fitted effect of over 55% in size
#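 Growth rescue measured by 600 nm absorbance after 48 h yeast culture at 30 C with compound. Values normalized between DMSO and an equimolar ferric chloride plus clioquinol control.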
# IL2 activator – activates IL-2 in a cell-based reporter assay; activation, % (series mostly up to about 46 µM); IL-2 activation reporter assay, cell-based qHTS; stimulated with anti-CD3/CD4/CD28 beads; in transgenic mouse T cells; 0.065% of 360,000 active; in the data active = activation above about 50%; inconclusive = mostly about 30% to 49%; also: 0% is about no effect
#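 Readout is EGFP and DsRed signal by fluorescent plate cytometry after 18 h at 37 degrees C. Transgenic mouse T cells (750/well) received compound for 60 min before bead stimulation (anti-CD3, anti-CD4, anti-CD28); memory T cells served as non-tolerant control.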
# WRN inhibitor – blocks human WRN helicase; Q14191; WRN helicase unwinding, fluorescent forked duplex, kinetic; Potency, µM (titrated, usually from 114 µM), inactives show top-dose activity change, negative = inhibition, most hits filed as inhibitors; 0.46% of 360,000 active; AID 651768; also: potency is read from the fitted curve at half-maximal effect; % is scaled to controls: 0 for no effect and ±100 for the full control effect; nearly all actives have a fitted effect of over 55% in size
#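 Kinetic fluorescence helicase assay: unwinding of a quenched forked DNA duplex (100 nM final) with 2 mM ATP final raises red fluorescence (525/598 nm). Compounds sat 15 min at room temperature with 20 nM WRN beforehand.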
# EPAC1 antag – blocks human EPAC1 exchange factor; EPAC1 GEF assay, Rap1b-BODIPY-GDP exchange fluorescence; 0.14% of 360,000 active; Potency, µM (titrated, usually from 115 µM), for the others: top-dose activity change, negative = inhibition, hits mostly inhibitors; O95398;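 also: potency is read from the fitted curve at half-maximal effect; plate controls were vehicle for no effect and positive control for full effect; nearly all actives have a fitted effect of over 50% in size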
# aSyn yeast inh – alpha-synuclein toxicity inhibition in yeast. Yeast expressing alpha-synuclein, growth rescue, BacTiter-Glo, 24 h. Potency, µM (top dose mostly 46.1 µM), for inactives: at the highest dose growth rescue (activation), hits mostly activators. 0.14% of 370,000 active; also: potency is read from the fitted curve at half-maximal effect; % of control where 0% means no effect; nearly all actives have a fitted effect of over 65% in size
#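 Screening used galactose-induced yeast with toxic alpha-synuclein levels, exposed to compound for 24 hr at 30 deg C. Cell growth, read with BacTiter-Glo luminescence, gave the measured signal.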
# PLK1 PBD inh – inhibitors of human PLK1 polo-box domain binding; AID 720504; Plk1 PBD binding of FITC phosphopeptide, fluorescence polarization; 2.8% of 360,000 active; Potency, µM, for the others: max response, negative = inhibition, most hits filed as inhibitors; P53350; also: potency is read from the fitted curve at half-maximal effect; series mostly up to about 57 µM; % is scaled to controls: 0 for no effect and ±100 for the full control effect; nearly all actives have a fitted effect of over 65% in size
# Target sequence (P53350 whole entry, looked up, the tested form may be a part): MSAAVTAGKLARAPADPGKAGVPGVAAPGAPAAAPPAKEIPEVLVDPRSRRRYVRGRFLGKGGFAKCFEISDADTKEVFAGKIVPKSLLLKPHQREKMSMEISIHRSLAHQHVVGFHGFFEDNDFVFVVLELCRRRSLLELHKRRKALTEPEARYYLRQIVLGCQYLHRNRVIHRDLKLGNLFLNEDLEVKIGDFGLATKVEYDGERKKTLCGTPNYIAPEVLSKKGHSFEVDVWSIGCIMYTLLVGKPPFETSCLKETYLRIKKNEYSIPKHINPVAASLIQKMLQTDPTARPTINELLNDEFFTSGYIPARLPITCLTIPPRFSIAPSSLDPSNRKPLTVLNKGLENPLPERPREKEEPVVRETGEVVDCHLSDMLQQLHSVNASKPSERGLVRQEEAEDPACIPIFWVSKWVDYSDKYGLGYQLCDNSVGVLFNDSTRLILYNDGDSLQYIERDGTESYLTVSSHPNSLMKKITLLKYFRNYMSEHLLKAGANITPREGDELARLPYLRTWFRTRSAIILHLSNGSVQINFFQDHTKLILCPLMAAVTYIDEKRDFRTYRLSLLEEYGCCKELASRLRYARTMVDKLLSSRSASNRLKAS
# EPAC1 ag – EPAC1 (human) agonism; O95398; EPAC1 agonist qHTS, biochemical assay; response scale: 100% = response to 6.5 mM cAMP; Potency, µM (doses to about 154 µM), for the others: at the top dose activation, usual class: activators; 0.073% of 360,000 active; AID 720707; also: potency is read from the fitted curve at half-maximal effect; nearly all actives have a fitted effect of over 60% in size
#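 Fluorescent GDP-exchange assay: 100 nM EPAC1 with 250 nM Rap1B preloaded with BODIPY-GDP and 50 uM GDP; compounds tested as concentration series, 5 min at room temperature, then read every 5 min for 30 min (ex 480/em 540 nm); normalized to 6.5 mM cAMP.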
# PI5P4Ka inh – blocks human PI5P4K alpha kinase activity. P48426. PI5P4Kalpha enzyme, ADP-Glo luminescence, 60 min; active compounds read low. max response, %. 1.2% of 330,000 active. AID 652105; active = max response of -50% or lower; inconclusive = between -30% and -50%; inactive = -30% or higher; also: value at the top dose of about 77 µM; % is scaled to controls: 0 for no effect and ±100 for the full control effect
# Target sequence (P48426 whole entry, looked up): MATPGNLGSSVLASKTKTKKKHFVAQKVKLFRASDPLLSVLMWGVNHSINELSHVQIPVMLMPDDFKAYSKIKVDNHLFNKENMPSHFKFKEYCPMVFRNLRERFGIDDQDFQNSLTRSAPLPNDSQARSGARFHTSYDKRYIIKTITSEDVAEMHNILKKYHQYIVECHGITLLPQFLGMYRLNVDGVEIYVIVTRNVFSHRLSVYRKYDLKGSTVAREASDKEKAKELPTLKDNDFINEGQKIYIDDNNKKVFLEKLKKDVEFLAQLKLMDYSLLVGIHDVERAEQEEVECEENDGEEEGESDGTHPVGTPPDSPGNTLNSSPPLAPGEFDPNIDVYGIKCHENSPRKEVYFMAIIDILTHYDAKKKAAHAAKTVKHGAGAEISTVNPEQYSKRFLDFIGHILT
#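 Human PI5P4Kalpha with substrate in 0.038 M HEPES pH 7.4, 0.28 mM EGTA, 0.1% CHAPS, 5% DMSO; reaction started with 5 microM ATP (final), 60 min at room temperature. ADP formed read by ADP-Glo luminescence.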
# FUS yeast rescue – rescues growth of FUS-expressing yeast. S. cerevisiae FUS-expressing, growth rescue, OD600, 24 h. Potency, µM (series often up to 76.6 µM), for inactives: at the highest dose growth rescue (activation), hits mostly activators. 0.24% of 390,000 active;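 also: potency is read from the fitted curve at half-maximal effect; plate controls were DMSO vehicle for no effect and reference control for full effect; nearly all actives have a fitted effect of over 55% in size; some results filed as inactive show a strong effect at the top dose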
#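 S. cerevisiae expressing FUS from galactose induction served as the toxicity model. Growth after 24hr at 30C, read as absorbance at 600 nm, indicates suppression of toxicity; compounds dosed at several concentrations.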
# * hit, by the source's call; u = inconclusive; x = not tested or not shown; & = joins results of further samples; [ ] = dose if it differs, or a comment. Unless noted, calls follow the shape of the dose curve; as a rule, active = well fitted curve in the direction sought with a large enough effect; inconclusive = small, poorly fitted or top-dose-only effect, or another doubt; inactive = no such curve, though single readings can be large; an effect the other way counts as inactive or inconclusive.
compound	Abeta yeast res	IL2 activator	WRN inhibitor	EPAC1 antag	aSyn yeast inh	PLK1 PBD inh	EPAC1 ag	PI5P4Ka inh	FUS yeast rescue
COc1ccccc1NC(=O)CSc1ccc(-c2ccco2)nn1	-9%	-0.3	-17%	-1%	-4%	-15%	15%	-19	27%
CC(C)C(c1nnnn1C1CCCC1)N1c2ccccc2CC1C (stereo not drawn)	11%	-0.9	-15%	-8%	-4%	-13%	18%	x	39%
Cc1oc2cc3c(C(=O)N4CCCCC4)c(C)oc3cc2c1C(=O)N1CCCCC1	16%	-0.3	1%	8%	5%	u	-4%	x	-3%
Cc1ccc(NC(=O)c2cccc(S(=O)(=O)N3CCc4ccccc4C3)c2)nc1	13%	-3.7	2%	-12%	6%	-8%	18%	-1	-3%
O=C1c2ccccc2NC2(CCCC2)N1N=C1CCCC1	-3%	1.2	-8%	-5%	1%	-7%	1%	-6	-31%
COc1ncnc2c1ncn2CC1COC(C)(C)O1 (stereo not drawn)	7%	-0.7	-12%	-13%	2%	-5%	8%	7	8%
CCOc1nc(-c2ccccc2)ccc1-c1noc(COC)n1	-22%	-2.6	-2%	-13%	1%	1%	9%	x	51%
COc1ccc(N2CCN(C(=O)CCc3nc(-c4ccc(C)cc4)no3)CC2)cc1	7%	-2.4	9%	9%	-1%	-2%	3%	0	22%
O=C(Nc1ccccc1Cl)C1CCCN(S(=O)(=O)c2ccc(F)cc2)C1 (stereo not drawn)	1%	-0.1	-13%	1%	-3%	0%	10%	x	-8%
COc1cccc(CNC(=O)CCCn2nc(C)c3c(C)n(-c4ccc(C)cc4)nc3c2=O)c1OC	4%&-16%	-0.1	-3%	-3%	-1%	-7%	-4%	-3	23%&-15%
COC(=O)c1nccnc1C(=O)Nc1ccccc1N1CCOCC1	0%	-1.8	4%	-5%	1%	-1%	1%	1	-10%
O=C(N/N=C1/CC2CCC1C2)c1cc2ccccc2cc1O (stereo not drawn)	11%	-1.7	-9%	u	-7%	-9%	12%	-56*	u
OC[C@H]1O[C@H](OCCc2ccc(O)cc2)[C@H](O)[C@@H](O)[C@@H]1O	6%	-0.4	-2%	24%	1%	4%	u	-1	-38%
O=C(NC1CCCC1)C(c1ccc(Cl)cc1)N1CCc2ccccc21 (stereo not drawn)	-8%	-3.7	-2%	-9%	-8%	0%	-8%	1	-7%
COC(=O)CCCC1=CC2=C(c3ccccc3)C(=O)C(C)(OC(=O)C3CCCC3)C(=O)C2=CN1CC1CC1 (stereo not drawn)	6%	1.1	19%	-2%	0%	-1%	-8%	3	23%
CN(C)c1ccc(C(=O)OCC(=O)NCCCc2ccccc2)cc1	17%	0.1	3%	-1%	11%	-10%	5%	0	5%
Cc1cc(Cl)ccc1N(CC(=O)N(C)Cc1ccccc1)S(C)(=O)=O	5%	0.0	2%	2%	8%	0%	4%	4	1%
O=C(CSc1ccccc1)N1CCC(N2CCC(C(=O)N3CCCC3)CC2)CC1	-11%	-2.5	-1%	-2%	10%	1%	-14%	-2	9%
CC(C)CNS(=O)(=O)c1ccc(CCC(=O)NCc2ccc(Cl)cc2)cc1	3%	-1.4	2%	-4%	4%	-4%	-11%	0	23%
COc1ccc(N(CN2C(=O)C3C4C=CC(C4)C3C2=O)C(=O)c2ccco2)cc1 (stereo not drawn)	4%	-0.1	3%[57.1 µM]	5%	-6%	-5%	-5%	-5	-3%
Cc1ccc(NC(=O)CCc2c(C)nn(-c3ccc(N4CCCCC4)nn3)c2C)cc1F	15%&4%	-4.0	-9%	u	-1%	-15%	-3%	-6	u
CCOc1ccc(C(CC(=O)O)NC(=O)C(CC)c2ccccc2)cc1 (stereo not drawn)	7%	-1.2	1%	0%	-2%	-3%	-1%	-3	5%
C=CC1C(OC2OC(CO)C(O)C(O)C2O)OC=C(C(=O)OC)C1CC1CC(=O)CC(CC(=O)CCc2ccc(O)cc2)O1 (stereo not drawn)	-12%	0.6	2%	-6%	-13%	-9%	8%	-13	-19%
C[C@H](CO)N1C[C@H](C)[C@H](CN(C)S(=O)(=O)c2cccc(C#N)c2)OCc2cnnn2CCCC1=O	-13%	-2.6	8%	-19%	8%	30µM*	22%	-5	-11%
CC(C)C(=O)Nc1ccc(-c2nc3ncccc3o2)cc1	-13%	-0.7	4%	-8%	11%	2%	-2%	2	-5%
CC(C)OCCCN1CN(S(=O)(=O)c2ccccc2)c2nc3ccccc3nc21	-1%	-0.2	-5%	-3%	-2%	-2%	-6%	-6	2%
Cc1cc(C)c2c(=O)n3c(nc2c1)C(Cc1ccc(O)cc1)NC(=O)c1cc2ccccc2cc1-3 (stereo not drawn)	2%	-0.9	8%	6%	1%	-1%	-8%	1	45%
Cc1ccc(Cn2nnc3c(=O)[nH]c(C4CCCN(C(=O)c5ccco5)C4)nc32)cc1 (stereo not drawn)	1%	0.2	18%	18%	2%	-6%	4%	0	30%
CC(C)(C)OC(=O)N(Cc1ccccc1)Cc1cccc(OCc2cccc(NC(=O)C3CC3)c2)c1	-9%	-0.3	-8%	-26%	-19%	-19%	4%	26	27%
Cc1cccnc1NC(=O)COc1ccc2oc3c(c2c1)CCCC3	-28%	-0.4	-2%	-12%	-9%	-7%	11%	9	21%
CCCCOc1ccc(/C=C/C(=O)OCC(=O)c2c(N)n(C)c(=O)n(C)c2=O)cc1OCC	5%	0.2	4%[57.1 µM]	-10%	-5%	-12%	0%	-2	-8%
CCOc1ccc(/C=C2\SC(=S)N(NS(=O)(=O)c3ccc(C)cc3)C2=O)cc1OC	-11%	0.1	-18%	u	-16%	u	0%	2	38%
O=C(NC(=S)Nc1ccc(S(=O)(=O)Nc2nccs2)cc1)c1ccc(Br)o1	-2%	-2.7	2%	3%	-9%	-27%	-2%	u	-3%
COc1ccc(OC)c(S(=O)(=O)Nc2ccc3c(c2)n(C)c(=O)n3C)c1	11%&-2%	0.1	-6%	5%	u	-10%	3%	1	11%&-10%
O=C1N(c2ccccc2C(F)(F)F)O[C@]1(c1ccccc1)C1CCCCC1	-23%	-2.0	-16%	u	13%	-9%	-3%	13	-21%
COc1cccc(CNC(=O)COC(=O)c2cc(Br)c(Br)s2)c1	1%	0.5	-5%	6%	1%	-1%	-9%	9	x
Cc1cccc(NC(=S)NNC(=S)NCc2ccccc2)c1	27%	0.9	0%	5%	0%	-27%	13%	x	9%
CN(C)C(=O)CCc1ccc2c3c([nH]c2c1)[C@]1(C)[C@@H](C(=O)N2CCCCC2)C[C@H](CC(=O)NCC24CC5CC(CC(C5)C2)C4)C(=O)N1CC3	6%	-0.7	-2%	-10%	1%	-7%	-6%	-3	u
CCOc1ccccc1OCCCC(=O)NCCc1ccc(S(N)(=O)=O)cc1	-6%	0.0	7%	-11%	0%	1%	-2%	-3	5%
CC(C)c1ccc2c(c1)CC[C@H]1[C@](C)(CN)CCC[C@]21C	-22%&0%	-0.8&1.1	1%&-5%	-6%&-12%	-9%&-12%	-2%&-6%	-7%&-3%	50&19	-6%&-15%
CC1(C(=O)NC2CCN(Cc3ccccc3)CC2)CCN1Cc1cc2ccccc2o1 (stereo not drawn)	-16%	-0.7	-4%	-8%	1%	0%	2%	9	-11%
O=S(=O)(Cc1nc2ccccc2s1)c1ccccc1	17%[9.22 µM]	-1.0	-5%	5%	2%	-5%	-5%	-5	-15%
COc1ccc(C(=O)COC(=O)C2CCN(c3ccc(C(F)(F)F)cn3)CC2)c(OC)c1	14%	-6.2	-4%	1%	-2%	-1%	1%	-14	9%
CC(C)C(NC(=O)OCc1ccccc1)C(=O)OCC(=O)NC1CC1 (stereo not drawn)	1%	-0.6	4%	4%	1%	u	0%	3	-4%
COc1cccc(NC(=S)N(CCC(C)C)C(C)c2ccncc2)c1 (stereo not drawn)	8%	-3.0	3%	-13%	-6%	2%	-1%	6	9%
O=C(COC(=O)/C=C/c1ccc(F)cc1)NC1CCCC1	10%	-1.2	-3%	4%	-3%	5%	-4%	5	-3%
Cc1cccc(OCC(=O)N(C)CCc2ccccn2)c1	-11%	0.4	-10%	-10%	-8%	-4%	-10%	-4	-13%
Cc1ccccc1CNC(=O)Cc1cccs1	-4%	-1.6	6%	8%	1%	-1%	-14%	6	-29%
O=C(CSc1nnc(Cc2ccccc2)c(=O)[nH]1)Nc1ccccc1	2%	0.5	-10%	13%	0%	-5%	-8%	0	-6%
COC(=O)c1ccc(CNC(=O)CSc2nc3sc(C)c(C)c3c(=O)n2C)o1	-3%	-3.2	-13%	-2%	-5%	-7%	3%	x	-6%
COc1ccccc1CN(C)C(=O)c1cc2ccccc2o1	-2%	-2.0	-10%	-6%	12%	2%	-7%	1	8%
O=C1NC2(CCCC2)Oc2ccccc21	-3%	-2.7	6%	-13%	0%	1%	10%	1	-6%
COc1ccc(NC(=O)c2ccccc2N(Cc2ccccc2)S(C)(=O)=O)cc1OC	7%	2.6	6%	u	0%	-6%	10%	2	6%
O=C(Nc1ccccn1)Nc1ccccc1Cl	2%	-3.3	-1%	3%	2%	1%	-11%	3	-29%

# Compound profiles, from the list above. Screens in order: Abeta yeast res, IL2 activator, WRN inhibitor, EPAC1 antag, aSyn yeast inh, PLK1 PBD inh, EPAC1 ag, PI5P4Ka inh, FUS yeast rescue
# COc1cccc(CNC(=O)CCCn2nc(C)c3c(C)n(-c4ccc(C)cc4)nc3c2=O)c1OC is entered as 4%&-16%, -0.1, -3%, -3%, -1%, -7%, -4%, -3, 23%&-15%
# CC(C)c1ccc2c(c1)CC[C@H]1[C@](C)(CN)CCC[C@]21C is entered as -22%&0%, -0.8&1.1, 1%&-5%, -6%&-12%, -9%&-12%, -2%&-6%, -7%&-3%, 50&19, -6%&-15%
# O=C(Nc1ccccn1)Nc1ccccc1Cl is entered as 2%, -3.3, -1%, 3%, 2%, 1%, -11%, 3, -29%
